pAkt inh: Akt phosphorylation inhibition. 360,000 compounds, 0.32% hits. Neuro2A IGF-stimulated pAkt S473 HTRF, 20 min; active compounds read low. activity change, % for hits at 50 µM. AID 651550; in the data active = activity change below about -80%; inconclusive = mostly about -51% to -80%; note: % is set by controls: 0 for no effect and ±100 for the full control effect
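Neuro2A cells in DMEM with 0.5% FBS, overnight at 37 deg C, given compound at single 50 µM final, then IGF (6 nM final) for 20 min at 37 deg C. Lysed; phospho-Akt Ser473 by HTRF after 24 h, 665/615 ratio.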
HepG2 tox: HepG2 cytotoxicity, counter-screen for TGF-b inhibitors | Potency, µM (top dose mostly 46.1 µM), inactives show top-dose activity change, negative = cytotoxicity, usual class: cytotoxic | 410,000 compounds, 0.76% hits | AID 588856 | HepG2 CAGA-GFP viability, ATP luminescence, 18 h; note: potency is the fitted concentration of half-maximal effect; some results filed as inactive show a strong effect at the top dose
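CellTiter-Glo luminescence gave cytotoxicity after 18 hours at 37 degrees C. The cells were HepG2 CAGA-GFP in 1% FBS DMEM, stimulated with 500 pg/mL TGF-beta after compound addition. %Activity was normalised to no-cell wells (complete cell-killing) and DMSO (no toxicity), and curves were fitted and classified.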
CCT modulator: changes cytosolic chaperonin activity; purified chaperonin ATPase assay, HTRF ADP detection, 30 min; activity change, % (test concentration not listed), hits read low; 360,000 compounds, 0.3% hits; AID 651819; in the data active = activity change below about -30%; note: % is set by controls: 0 for no effect and ±100 for the full control effect
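First, chaperonin was dispensed at 40 nM or 20 nM final depending on batch activity. Next, compounds were pinned at 76 uM and ATP added at 10 uM. After 30 min at 37 °C, ADP detection reagents ran 30 min at ambient temperature.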
Mm-Cpn inhibitor: inhibitors of Methanococcus maripaludis chaperonin (MmCpn). purified Mm-Cpn ATPase, ADP Transcreener TR-FRET. Potency, µM (titrated, usually from 76.9 µM), for inactives: at the highest dose activity, negative = inhibition, hits mostly inhibitors. 330,000 compounds, 0.031% hits. AID 504842; note: potency is the fitted concentration of half-maximal effect; % is set by controls: 0 for no effect and ±100 for the full control effect; nearly all actives have a fitted effect of over 80% in size
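ATPase read-out: TR-FRET ADP immunoassay (anti-ADP Eu cryptate vs ADP-d2), ex 320 nm, em 590/665 nm; signal drops as ADP forms. Enzyme 25 nM, ATP 10 uM, 30 min at 37°C after 10 min compound preincubation.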
TGFb SMAD3 inh: inhibitors of TGF-b signaling; HepG2 CAGA-GFP TGF-b/SMAD3 reporter, GFP fluorescence, 18 h; TGF-beta stimulated, 500 pg/mL final; Potency, µM (highest dose often 46.1 µM), for inactives: top-dose activity, negative = inhibition, hits mostly inhibitors; 410,000 compounds, 1.2% hits; note: potency is the fitted concentration of half-maximal effect; % is set by controls: 0 for no effect and ±100 for the full control effect; nearly all actives have a fitted effect of over 65% in size
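HEPG2 CAGA-GFP, 1000 cells/well; 2 h settle, 37 C; cpd via pin tool; TGF-b 500 pg/mL final; 18 h, 37 C; GFP imaging ex488/em500-530; %Activity normalised to -TGF-b and +DMSO controls; CRC fit, curve class.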
Abeta yeast res: A-beta toxicity reversal in yeast; yeast expressing A-beta42, growth rescue, OD600, 48 h; response scale: 0% DMSO, 100% iron-clioquinol control; Potency, µM (series often up to 46.1 µM), without a hit: at the highest dose growth rescue, hits mostly activators; 410,000 compounds, 0.063% hits; note: potency is the fitted concentration of half-maximal effect; nearly all actives have a fitted effect of over 55% in size
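Growth rescue measured by 600 nm absorbance after 48 h yeast culture at 30 C with compound. Values normalized between DMSO and an equimolar ferric chloride plus clioquinol control.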
A549 viability: kills or reduces viability of A549 cells in Nrf2 counter-screen | 390,000 compounds, 0.16% hits | AID 504648 | A549 ARE-Fluc cells, CellTiter-Fluor viability, 18-24 h | Potency, µM (doses to about 46 µM), without a hit: top-dose activity change, negative = cytotoxicity, actives largely listed as inhibitors; note: potency is the fitted concentration of half-maximal effect; % is set by controls: 0 for no effect and ±100 for the full control effect
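Cytotoxicity counterscreen: CellTiter-Fluor fluorescence was measured in A549 ARE_Fluc cells after 18-24 h of compound exposure in a concentration series. The subsequent BugLite luminescent read reports ARE-luciferase activity.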
Nrf2 inh: Nrf2 pathway inhibition. A549 ARE-Fluc reporter, luciferase luminescence, 18-24 h. Potency, µM (doses to about 46 µM), inactives show top-dose activity change, negative = inhibition, most hits filed as inhibitors. 360,000 compounds, 2.1% hits. AID 504444; note: potency is the fitted concentration of half-maximal effect; % is set by controls: 0 for no effect and ±100 for the full control effect; nearly all actives have a fitted effect of over 60% in size
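Quantitative HTS in A549 cells stably bearing an antioxidant response element-firefly luciferase construct. Inhibition of Nrf2-driven transcription was scored by luminescence after 18-24 h of compound exposure at 37 °C.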
Nrf2 activator: Nrf2 pathway activation; AREc32 ARE-luciferase reporter (MCF7-derived line), luminescence, 24 h; 410,000 compounds, 0.31% hits; Potency, µM (highest dose often 46.1 µM), without a hit: at the highest dose activation, actives largely listed as activators; AID 624171; note: potency is the fitted concentration of half-maximal effect; % of control where 0% means no effect; nearly all actives have a fitted effect of over 65% in size
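Each well held 1000 AREc32 cells, which were incubated with compound for 24 hr at 37 deg C after overnight attachment, and ARE reporter activity was quantified by firefly luciferase luminescence.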
* hit, by the source's call; i = inactive; ? = inconclusive; . = no result given; & = joins results of further samples; [ ] = another dose, or the depositor's remark. Unless noted, calls come from the whole dose curve; as a rule, active = well fitted curve in the direction sought with a large enough effect; inconclusive = small, poorly fitted or top-dose-only effect, or another doubt; inactive = no such curve, though single readings can be large; an effect the other way counts as inactive or inconclusive. Hits appear at their usual frequency, and some 4.3% of all compounds hit somewhere here.

canonical_smiles	pAkt inh	HepG2 tox	CCT modulator	Mm-Cpn inhibitor	TGFb SMAD3 inh	Abeta yeast res	A549 viability	Nrf2 inh	Nrf2 activator
Cc1ccnc(NC(=O)C(C)n2cc([N+](=O)[O-])cn2)c1 (stereo not drawn)	i	-12%	-0.4	2%	-6%	21%	6%	1%	0.5%
Cc1cc(=O)n2nc(N3CCC(C(=O)NCc4ccccc4F)CC3)sc2n1	.	10%&-14%	1.0	-2%	1%&1%	0%&-8%	0%&8%	8%&6%	0.1%&-1.3%
CC(=O)N1CCN(c2ccc(NC(=S)NC(=O)COc3ccc(C(C)(C)C)cc3)cc2)CC1	i	-49%	-1.6	1%	?	-15%	-8%	?	0.3%
COc1ccc(N=NC2=C(O)CC(C)(C)CC2=O)c(OC)c1	i	-16%	-6.0	1%	-4%	-16%	0%	-3%	3.5%
Cc1cc(C)c2ccc3c(C)c(C)n(C)c3c2n1	i	-13%	-0.5	-4%	-18%	5%	1%	?	0.0%
COC(=O)CCNC(=O)Cc1ccc(S(=O)(=O)N2CCCCC2)s1	i	0%	-1.9	-3%	-2%	-11%	-7%	-1%	-0.7%
O=C(CSc1nnc2scc(-c3ccccc3)n12)N1CCN(Cc2ccccc2)CC1	i	-13%	0.1	-3%	-8%	23%	1%	-3%	4.0%
Cc1ccc(NC(=O)C2CCCN2S(=O)(=O)c2cccc3nsnc23)cc1Cl (stereo not drawn)	.	-1%	.	.	?	8%	-24%	?	0.6%
Cc1ccc(/C=N/OC(=O)c2c(C)noc2-c2snnc2C)cc1	i	-34%	1.2	1%	-9%	-6%	0%	-6%	-0.3%
O=c1c(-c2ccc3c(c2)OCCO3)c(C(F)(F)F)oc2cc(O)cc(O)c12	i	-41%	-2.5	-2%	0%	-92%[inhibitor]	?	?	-0.4%
Cc1cc(C)cc(NC(=O)Cn2c(=O)oc3cc(S(=O)(=O)N4CCCC4)ccc32)c1	.	3%	.	.	.	-7%	7%	4%	-0.6%
COc1ccccc1-c1cc(-c2ccccc2)nc(SC(C(N)=O)c2ccccc2)c1C#N (stereo not drawn)	-91%*	-28%	-0.1	-12%	-2%	-4%	-29%	?	3.1%
Cc1cc(N2CCCC2=O)cc(C)c1S(=O)(=O)NCCOc1ccc(C(C)(C)C)cc1	i	-14%	0.6	0%	-5%	21%	-16%	?	0.4%
Cc1ccccc1NC(=O)c1c(F)c(F)c(F)c(F)c1F	i	-10%	-3.6	1%	-13%	1%	2%	4%	6.3%
COc1ccc(NC(=O)CSc2nnc(-c3ccc(C)cc3)o2)cc1	.	-4%	.	.	2%	-11%	9%	.	-1.3%
COCCNC(=O)/C(C#N)=C/c1c(N2CCN(c3ccc(OC)cc3)CC2)nc2c(C)cccn2c1=O	i	-10%	2.9	-3%	0%	-5%	-25%	?	8.3%
CC(C)(CCO)NC(=S)NC1CC2C=CC1C2 (stereo not drawn)	i	3%	-3.3	-5%	6%	-11%	-1%	0%	0.1%
CCCCNC(=O)CSc1nc(COc2ccccc2)nc2ccccc12	i	-4%	2.5	-5%	?	-10%	-3%	0%	4.1%
CCCC(C(=O)NC1CCCC1)N(C(=O)c1snc(C(N)=O)c1N)c1ccc(OCC)cc1 (stereo not drawn)	i	34%	0.0	-1%	0%	-2%	?	?	-0.2%
Nc1ccccc1Nc1ccccc1	i	20µM*	-0.3	-2%	?	-37%[inhibitor]	?	?	5.2%
O=C(CN1CCN(Cc2ccccc2)CC1)N/N=C/c1ccccc1F	i	0%	0.4	4%	27%	3%	-7%	-8%	-0.5%
COCCNC(=O)[C@@H]1CSC2c3ccccc3C(=O)N21 (stereo partly drawn)	i	20%	1.2	2%	30%	12%	8%	-6%	-0.1%
CN(C)C(=O)COC(=O)/C=C/c1ccccc1[N+](=O)[O-]	i	-17%	1.3	-2%	-16%	-5%	.	0%	?
Cc1c(Cl)cccc1NC(=O)c1ccc(C(=O)Nc2cccc(Cl)c2C)cc1	.	3%	.	.	-5%	2%	1%	-2%	0.5%
CC(=O)Nc1ccc(SCCN2CCN(CC(C)C)CCC2=O)cc1	.	-22%	.	.	?	.	2%	18%	.
COc1ccc(Cn2c(O)c(C=Nc3ccccc3)c3ccccc3c2=O)cc1	i	3%	-1.1	-1%	-5%	-3%	?	?	0.3%
CCOC(=O)/C(C#N)=C/c1c(N2CCN(C)CC2)nc2c(C)cccn2c1=O	i	3%	-1.5	1%	-2%	-7%	-12%	9%	0.0%
COC(=O)c1cc(C(=O)c2ccc(Cl)cc2Cl)cn1C	i	0%	-0.6	0%	-7%	-15%	-21%	-10%	-0.2%
Cc1ccc(-c2ccc(=O)n(Cc3ccc(F)cc3Cl)n2)cc1	i	-20%	0.6	-2%	?	-3%	7%	-26%	-0.7%
CCOC(=O)c1ccc(NC(=O)CSc2nc3ncc(Br)c(C)c3[nH]2)cc1	.	-12%	.	.	-8%	-6%	0%	.	-0.3%
COc1ccc(/C=N/n2cnc3c(sc(=S)n3-c3ccccc3)c2=O)cc1	i	2%	-1.7	2%	3%	-6%	-3%	?	-0.1%
O=C(/C=C/c1ccccc1)N(Cc1cccc(Cl)c1)C1CCS(=O)(=O)C1 (stereo not drawn)	i	-74%	0.7	1%	0%	-13%	8%	0%	0.7%
CCN(CC)CCOc1nc(C)nc2c1oc1ccccc12	i	-3%	1.2	-4%	0%	23%	3%	19%	0.3%
COc1cccc(-n2c(SC)nnc2-c2cnccn2)c1	i	-4%	2.1	-2%	-1%	5%	3%	-7%	0.1%
CC(C)c1nn2c(=O)cc(COC(=O)c3ccc(NC(=O)CCc4ccccc4)cc3)nc2s1	.	0%	.	.	-14%	5%	-4%	.	0.9%
C=CCN1C(=O)C(CC(=O)Nc2ccc(OCC)cc2)N(Cc2ccccn2)C1=S (stereo not drawn)	i	-45%	1.1	1%	-4%	-14%	1%	-14%	4.1%
Cc1cc(C(=O)NCc2cccnc2)no1	i	0%	-31*	0%	-2%	-6%	-7%	-4%	-0.1%
Cc1ccc2cc(C=O)c(Cl)nc2c1	i	6%	0.6	0%	3%	-25%	-2%	7%	0.3%
COc1ccc(CCN(C(=S)Nc2ccccc2)C2CC(=O)N(c3ccccc3)C2=O)cc1 (stereo not drawn)	i	-38%	-1.1	-2%	-10%	2%	0%	.	5.7%
CCOC(=O)c1ccc(NC(=O)c2ccccc2C)cc1	i	-10%	-0.3	-7%	-9%	-18%	-1%	-56%	2.6%
Cc1nn(-c2ccccc2)c(Cl)c1/C=C(/CC(=O)O)c1nc2ccccc2s1	i	13%	0.8	.	22%	-32%[inhibitor]	-1%	7%	0.3%
COc1ccc(C(=O)NC2CCN(C(=S)NCc3ccco3)CC2)cc1	i	3%	1.1	0%	0%	-9%	-24%	-11%	0.1%
Cc1cccc(-n2c(C)n[nH]c2=S)c1C	i	-3%	-1.8	.	-6%	16%	-3%	1%	-0.3%
COc1cccc2cc(-c3nc(-c4ccccc4F)no3)c(=O)oc12	.	-5%	.	.	1%	-13%	6%	?	3.9%
O=c1cc(Cn2ccnc2)c2cc3c(cc2o1)CCC3	i	-5%	-1.6	-2%	17%	-16%	7%	17%	0.1%
CCOC(=O)C(NC(C)=O)(Nc1ccc(S(=O)(=O)Nc2ccncn2)cc1)C(F)(F)F (stereo not drawn)	i	4%	-2.7	0%	7%	4%	10%	.	1.1%
Cc1c(C)n(C)c2ccc(C(=O)NCCc3ccco3)cc12	i	-8%	1.4	?	2%	-4%	-3%	-12%	4.8%
O=C(Cn1c(=O)cnc2ccccc21)NNC(=O)c1ccc(Cl)cc1	i	-8%	1.0	-1%	-3%	2%	8%	0%	-0.2%
COc1ccc(-c2csc(NC(=O)CSc3n[nH]c(N)n3)n2)cc1	i	7%	4.0	-4%	14%	13%	-1%	4%	2.9%
O=c1c2c([nH]c3ccccc13)CCCCC2	i	2%	0.0	-2%	19%	-21%	-8%	2%	0.3%

Later entries
canonical_smiles	pAkt inh	HepG2 tox	CCT modulator	Mm-Cpn inhibitor	TGFb SMAD3 inh	Abeta yeast res	A549 viability	Nrf2 inh	Nrf2 activator
O=S(=O)(Nc1cccnc1)c1ccc(C2CCCCC2)cc1	i	-27%	-1.5	1%	-15%	?	-18%	?	-0.3%
C=C(C)C(=O)Nc1cccc(C2=NOC3(C2)C[C@@H](C(N)=O)N(C(=O)[C@H]2CCC(=O)N2)C3)c1 (stereo partly drawn)	i	-12%	0.6	0%	-7%	-10%	8%	6%	-1.0%
CCc1ccccc1Nc1nn2c(=O)c3ccc(C(=O)NC(C)C)cc3nc2s1	.	-3%	.	.	18%	-13%	-7%	?	-0.3%
O=C(CSc1nnc(-c2ccccc2Br)o1)Nc1nncs1	i	16µM*	-2.8	0%	-14%	-12%	11%	0%	-0.2%
Cc1cc(C)c(NC(=S)N(Cc2cccnc2)Cc2ccco2)c(C)c1	i	-2%	-0.5	1%	1%	27%	0%	?	-1.3%
Nc1ccc(C2(c3ccc(N)cc3)C(=O)Nc3ccccc32)cc1	i	5%	1.0	0%	25%	-14%	2%	-2%	-1.0%
